Compound activity from PubChem BioAssay.
USP2a block: inhibitors of human ubiquitin-specific protease USP2a; 0.01% of 330,000 active; Potency, µM (top dose mostly 38.3 µM), for the others: top-dose activity change, negative = inhibition, most hits filed as inhibitors; O75604; USP2 core, Ub-CHOP2 coupled fluorogenic reporter, 485/531;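 note: potency is the fitted concentration of half-maximal effect; plate controls were DMSO wells for no effect and full inhibition by NEM control for full effect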
Target sequence (O75604 whole entry, looked up): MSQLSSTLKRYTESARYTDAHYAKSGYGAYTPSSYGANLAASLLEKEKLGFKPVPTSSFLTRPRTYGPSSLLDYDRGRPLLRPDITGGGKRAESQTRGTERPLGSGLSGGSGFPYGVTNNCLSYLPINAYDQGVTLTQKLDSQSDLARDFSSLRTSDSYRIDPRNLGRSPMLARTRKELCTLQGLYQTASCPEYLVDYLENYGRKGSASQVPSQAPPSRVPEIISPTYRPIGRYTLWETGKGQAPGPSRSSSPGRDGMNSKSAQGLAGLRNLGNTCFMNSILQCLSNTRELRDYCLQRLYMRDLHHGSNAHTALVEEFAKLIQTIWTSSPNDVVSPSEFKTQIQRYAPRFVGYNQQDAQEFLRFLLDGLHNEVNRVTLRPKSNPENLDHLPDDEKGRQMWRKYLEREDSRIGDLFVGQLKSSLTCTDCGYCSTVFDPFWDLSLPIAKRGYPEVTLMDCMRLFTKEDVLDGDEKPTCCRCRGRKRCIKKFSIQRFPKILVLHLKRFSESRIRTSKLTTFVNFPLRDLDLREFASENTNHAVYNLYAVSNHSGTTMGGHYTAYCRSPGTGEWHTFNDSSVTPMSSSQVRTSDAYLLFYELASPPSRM
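USP2 core (10nM final) preincubated 30min RT with compound in 20mM Tris-HCl pH 8.0, 2mM CaCl2, 2mM beta-mercaptoethanol, 0.05% CHAPS; 25nM Ub-CHOP2 plus 25nM reporter substrate added, fluorescence (Ex485/Em531) read after 60min.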
uPA surface inh: cell surface uPA generation inhibition | cell surface uPA generation assay, qHTS | Potency, µM (top dose mostly 38.3 µM), inactives show top-dose activity change, negative = inhibition, most hits filed as inhibitors | 0.31% of 330,000 active | AID 540303; active = well fitted inhibition curve with a large enough effect; inconclusive = small, poorly fitted or top-dose-only effect; inactive = no such curve, though single readings can be large or run the other way; tested in mouse RAW 264.7 cells; note: potency is the fitted concentration of half-maximal effect; % is set by controls: 0 for no effect and ±100 for the full control effect; nearly all actives have a fitted effect of over 55% in size
TRPV1 agonist: agonists of human vanilloid receptor 1 (TRPV1). activation, % at 8.33 µM. Q8NER1. AID 540275. TRPV1-expressing cells, Fluo-8 calcium influx, agonist mode. 0.19% of 320,000 active; in the data active = activation above about 80%; inconclusive = between about 30% and that limit; note: 0% is about no effect
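Fluo-8 calcium influx in TRPV1-expressing cells, kinetic read (ex 480/em 520 nm). Compound added and read 3 min for agonist activity, followed by capsaicin at EC20 final and 2 min further read for enhancement.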
p53 reactivator: restores transcriptional activity of mutant p53; H1299 p53-A138V BP100-luciferase reporter, luminescence, 24 h; AID 504706; Potency, µM (highest dose often 92.2 µM), without a hit: at the highest dose activity change, positive = activation, actives largely listed as activators; 0.063% of 320,000 active; note: potency is the fitted concentration of half-maximal effect; % of control where 0% means no effect; nearly all actives have a fitted effect of over 45% in size
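p53-null H1299 cells stably carrying temperature-sensitive p53-A138V and a BP100-luciferase reporter were pinned with compounds (4-point, 1:5 series) and held 24 hrs at 37 deg C. Luminescence was read 10 min after detection reagent.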
ASM inhibitor: inhibitors of human secretory acid sphingomyelinase; 0.006% of 340,000 active; AID 504937; Potency, µM (top dose mostly 57.5 µM), without a hit: at the top dose activity change, negative = inhibition, hits mostly inhibitors; placental ASM, HMU-PC fluorogenic substrate, 60 min; P17405; note: potency is the fitted concentration of half-maximal effect
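HMU-PC0 cleavage (9 uM final) by human placental ASM, 60 min at 37 °C following 10 min compound exposure at RT; stopped at pH 10, fluorescence Ex 386/Em 447 nm.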
B2AR arrestin: beta2AR (human) beta-arrestin recruitment activity; P07550; beta-arrestin recruitment to beta2AR, cell-based reporter; Potency, µM (highest dose often 46.1 µM), inactives show at the highest dose activation, most hits filed as activators; 0.02% of 330,000 active; AID 492947;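 note: potency is the fitted concentration of half-maximal effect; 0% = DMSO controls and full agonism = EC100 isoproterenol or metaproterenol; nearly all actives have a fitted effect of over 65% in size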
TSG101-PTAP inh: blocks PTAP/TSG101 interaction to inhibit HIV-1 budding; Q99816; Fluorescence polarization, FITC-PTAP peptide / Tsg101 binding; Potency, µM (doses to about 115 µM), for the others: at the top dose activity change, negative = inhibition, actives largely listed as inhibitors; 340,000 tested, under 10 active; AID 493005; active = well fitted inhibition curve with a large enough effect in the main read-out, with a control signal flat, not every such curve was filed as active; inconclusive = small, poorly fitted or top-dose-only effect, or effect the other way, or a change in a side signal; inactive = no such curve, though single readings can be large or run the other way; note: potency is the fitted concentration of half-maximal effect; % of control where 0% means no effect
Target sequence (Q99816 whole entry, looked up): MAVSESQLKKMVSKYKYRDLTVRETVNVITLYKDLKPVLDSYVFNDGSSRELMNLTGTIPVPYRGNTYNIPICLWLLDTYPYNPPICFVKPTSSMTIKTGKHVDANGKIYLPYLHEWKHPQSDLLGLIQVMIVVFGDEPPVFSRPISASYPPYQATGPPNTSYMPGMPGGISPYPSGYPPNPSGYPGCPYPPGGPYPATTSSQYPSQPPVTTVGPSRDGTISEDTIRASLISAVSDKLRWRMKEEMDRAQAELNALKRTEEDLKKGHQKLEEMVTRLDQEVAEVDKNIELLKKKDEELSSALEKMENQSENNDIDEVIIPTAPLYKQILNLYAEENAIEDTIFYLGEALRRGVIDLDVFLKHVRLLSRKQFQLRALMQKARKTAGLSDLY
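Steps: Tsg101 binding domain dispensed (10 uM final), compounds pinned in DMSO, FITC-labeled PTAP-motif peptide added (50 nM final); after 20 min binding at room temperature, polarization measured.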
BRCA1 expr act: activators of BRCA1 expression | Potency, µM (series often up to 46.1 µM), inactives show at the top dose activation, hits mostly activators | 1.1% of 380,000 active | AID 624202 | MCF7-BRCA1-FFLuc reporter, luminescence, 48 h; response scale: scaled: vehicle 0%, 10 µM genistein 100%; note: potency is the fitted concentration of half-maximal effect; nearly all actives have a fitted effect of over 80% in size; some results filed as inactive show a strong effect at the top dose
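First, MCF7-BRCA1-FFLuc cells (2000/well) attach for 2 h; next, compounds are pin-added and incubated 48 h at 37 °C; finally, luciferase reagent is added and luminescence read after 15 min.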
ELG1 genotoxic: induces genotoxicity in HEK293T cells with luciferase-tagged ELG1 | Potency, µM (top dose mostly 46 µM), for inactives: at the top dose activity change, positive = activation, usual class: activators | HEK293T ELG1-luciferase reporter, luminescence, 16 h | 1.3% of 330,000 active | AID 504466; note: potency is the fitted concentration of half-maximal effect; % of control where 0% means no effect; nearly all actives have a fitted effect of over 60% in size
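Genotoxic stress is detected as increased luminescence from luciferase-tagged ELG1 in HEK293T cells, measured with ONE-Glo after a 16 hr treatment at 37 °C.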
Eya2 inh: inhibitors of human Eya2 phosphatase activity; O00167; recombinant Eya2, OMFP fluorescence dephosphorylation (OMFP is methylfluorescein phosphate); Potency, µM (series often up to 76.9 µM), without a hit: at the top dose activity, negative = inhibition, hits mostly inhibitors; 0.006% of 330,000 active; AID 488837; note: potency is the fitted concentration of half-maximal effect; % is set by controls: 0 for no effect and ±100 for the full control effect
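Eya2 protein (added as 0.2 uM solution) was preincubated with compound for 10 min at ambient temperature in 50 mM HEPES pH 7.5, 50 mM NaCl, 5 uM MgCl2, 0.05% BSA, 1 mM DTT. OMFP (added at 50 uM) then reacted 10 min; fluorescence read at 485/525 nm.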
Integrin act MD: integrin-mediated muscular dystrophy alleviation activation. alpha7betagal myoblasts, beta-gal FDG fluorescence, 48 h. 0.064% of 350,000 active. AID 624291. Potency, µM (series often up to 38.3 µM), without a hit: top-dose activation, usual class: activators;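 note: potency is the fitted concentration of half-maximal effect; 100% = response of the positive control SU9516; nearly all actives have a fitted effect of over 60% in size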
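alpha7betagal+/- myoblasts (passage 13, 250/well) treated 48 h at 37C with compounds at 1:260 dilution of DMSO stock. Lysed, then beta-galactosidase activity read as FDG fluorescence (ex 480/em 540) after 30 min, with pre-read for autofluorescence.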
* = called active by the depositor; ? = inconclusive; · = no result given; & = joins results of further samples; [ ] = dose if it differs, or a comment. Unless noted, calls come from the whole dose curve; as a rule, active = well fitted curve in the direction sought with a large enough effect; inconclusive = small, poorly fitted or top-dose-only effect, or another doubt; inactive = no such curve, though single readings can be large; an effect the other way counts as inactive or inconclusive.

SMILES	USP2a block	uPA surface inh	TRPV1 agonist	p53 reactivator	ASM inhibitor	B2AR arrestin	TSG101-PTAP inh	BRCA1 expr act	ELG1 genotoxic	Eya2 inh	Integrin act MD
Cc1ccc(S(=O)(=O)N(C)CC(=O)Nc2nc3ccccc3s2)cc1	2%	-2%	24	3%	-3%	0.1%	-10%	-34%	-1%	12%	10%
CC1=C(C(=O)Nc2ccccc2)C(c2ccccn2)n2nc(CCCO)nc2N1 (stereo unspecified)	-8%	-1%	4	-3%	1%	-0.2%	-1%	3%	-5%	2%	8%
CCc1ccccc1N1CC(C(=O)Nc2nccs2)CC1=O (stereo unspecified)	0%	-4%	2	0%	3%	0.2%	-5%	-14%	-5%	10%	19%
CN1CCN(C(=O)c2cc3ccccc3[nH]2)CC1	2%	10%	-3	0%	-1%	-0.3%	-8%	2%	0%	-6%	15%
COc1ccccc1NC(=O)COC(=O)Cc1c[nH]c2ccccc12	0%	1%	-1	-3%	2%	-0.1%	-2%	-34%	0%	4%	-27%
O=C(c1ccccc1)c1ccc(O)c(O)c1O	·	7%	·	·	-5%	·	2%	10%	·	·	-17%
CC(C)(C)C(=O)/C=C(N)/C=C/c1ccccc1	1%	·	10	?	-1%	-0.6%	-6%	?	?	-3%	-16%
COc1ccc(/C(N)=N/OC(=O)CSc2ccc(C)cc2)cc1	1%	·	5	11%	-5%	0.0%	-2%	30%	11%	0%	15%
COc1cc(C2=NOC(C(=O)N3CCCCCC3)C2)cc(OC)c1OC (stereo unspecified)	-3%	·	1	-9%	4%	0.0%	-3%	-6%	1%	-6%	2%
OCCC1CN(Cc2ccc3cccc(F)c3n2)CCN1Cc1ccccc1 (stereo unspecified)	0%	0%	8	·	4%	-0.2%	-9%	-15%	-2%	-3%	4%
Nc1ccc2nc(SCC(=O)c3ccccc3)sc2c1	0%	0%	5	·	-3%	5.2%	-1%	37%	21%	-3%	23%
Cc1cccc(NC(=O)CN(C)S(=O)(=O)c2ccc3c(c2)n(C)c(=O)c(=O)n3C)c1C	0%	2%	0	1%	0%	0.1%	1%	-20%	0%	0%	-9%
CCN(C(=O)CSc1ncnc2c1cnn2-c1ccccc1)C1CCS(=O)(=O)C1 (stereo unspecified)	-1%	-2%	0	-3%	-4%	-1.5%	-8%	3%	2%	3%	-23%
COC(=O)c1cc(NCc2c(F)cccc2Cl)ccc1N1CCOCC1	0%	·	1	4%	4%	0.2%	-3%	-49%	-4%	-17%	-5%[7.66 µM]
Cc1cc(C(=O)NN=Cc2ccc(-c3ccc(F)cc3)o2)c(C)o1	-1%	13%	·	-1%	69%	-0.5%	-2%	2%	-7%	1%	5%
COc1ccc(-c2nnc(CSc3ncnc4sc5c(c34)CCC5)o2)cc1OC	-1%	5%	1	4%	-4%	-0.1%	4%	0%	23µM*	-5%	27%
CCOC(=O)C1(Cc2ccccc2Cl)CCN(S(=O)(=O)N(C)C)CC1	-1%	·	?	-1%	1%	-0.3%	-5%	-21%	-4%	-14%	-15%
COc1ccc(Nc2cc(C)nc3ncnn23)c(OC)c1	0%	1%	-1	-7%	2%	0.3%	-7%	-20%	?	1%	15%
O=C(COc1ccc(S(=O)(=O)N2CCOCC2)cc1Cl)N1CCCC1	3%	-4%	-4	3%	-1%	0.2%	-1%	-32%	-5%	7%	10%
O=c1[nH]nc(CNc2ccc(Cl)cc2Cl)c2ccccc12	3%	-5%	-7	5%	4%	-0.3%	-5%	2%	-2%	0%	-1%
CCOc1ccc(S(=O)(=O)NCCC(=O)N2CC(C)OC(C)C2)cc1 (stereo unspecified)	0%	-1%	-1	3%	-3%	-2.0%	-2%	-10%	3%	5%	29%
Cc1ccc(Nc2nc(C)nc3c2oc2ccccc23)cc1	1%	-3%	88*	-3%	-11%	0.3%	-5%	-38%	-6%	3%	8%
CCOc1ccc(CCN2C(=S)N([C@@H](CC(C)C)CN3CCCC3CN3C(=S)NC[C@@H]3CC(C)C)C[C@@H]2CC(C)C)cc1 (stereo partly specified)	·	24%	·	·	-14%	·	-5%	0%	·	·	-4%
Nc1nc(SCC(=O)Nc2cccc(S(=O)(=O)N3CCCCCC3)c2)n[nH]1	-1%	-5%	0	19%	-2%	-0.2%	-1%	-3%	-1%	-4%	-3%
COc1ccccc1CNC(=O)C1CC(c2c(Cl)cccc2Cl)=NO1 (stereo unspecified)	3%	-9%	21	0%	-3%	0.4%	0%	2%	-1%	-8%	23%
CCN(CC(=O)NCc1cccs1)C(=O)CCOc1ccccc1	3%	8%	·	-2%	4%	-0.3%	1%	-4%	1%	-3%	5%
Cn1c(CC(=O)Nc2ccccc2Cl)nnc1SCC(=O)NC1=NCCS1	4%	1%	-2	4%	4%	0.1%	-2%	20%	2%	2%	0%
COc1ccccc1-c1nnc(NC(=O)OCC(C)C)s1	4%	1%	15	-9%	1%	-0.8%	-2%	-47%	0%	6%	26%
O=C1COc2ccc(C(=O)COC(=O)CCc3ccc(S(=O)(=O)N4CCOCC4)cc3)cc2N1	-1%	-6%	4	?	-5%	0.1%	-4%	10%	-1%	-3%	5%
O=C(NCc1cccnc1)c1cccc(OC2CCN(Cc3ccc(CO)o3)CC2)c1	1%	-4%	1	7%	5%	-0.4%	1%	-24%	-4%	-3%	-4%
Cc1ccc(S(=O)(=O)NCCNS(=O)(=O)c2ccc(C)cc2)cc1	2%	-5%	5	0%	-2%	-0.4%	0%	-18%	-6%	0%	-31%
CCN(CC)C(=O)C(Oc1ccc(S(=O)(=O)N2CCCC2)cc1[N+](=O)[O-])c1ccccc1 (stereo unspecified)	2%	-2%	1	-6%	0%	-0.4%	-4%	-9%	-5%	-2%	15%
O=C(C1=NNCC1c1ccccc1)C1OC1c1ccccc1 (stereo unspecified)	12%	-7%	1	21%	-1%	0.1%	-1%	-36%	-8%	-7%	-36%
Cc1c(Cl)c([N+](=O)[O-])nn1CCCC(=O)O	-4%	-1%	-7	-3%	1%	-0.3%	-2%	-7%	3%	6%	3%
C=CCOc1cccc(C2/C(=C(/O)c3ccc(Cl)cc3)C(=O)C(=O)N2CCN2CCOCC2)c1 (stereo unspecified)	0%	-3%	-2	-1%	0%	0.5%	-4%	-26%	0%	-8%	-27%
COc1ccc(NC2CCCN(C(=O)c3ccc4nccnc4c3)C2)cc1OC (stereo unspecified)	4%	-4%	-2	6%	·	0.0%	1%	-4%	12%	4%	-1%

3 of the entries above in order of the BRCA1 expr act value, falling:
mol,BRCA1 expr act
Nc1ccc2nc(SCC(=O)c3ccccc3)sc2c1,37%
CN1CCN(C(=O)c2cc3ccccc3[nH]2)CC1,2%
Nc1nc(SCC(=O)Nc2cccc(S(=O)(=O)N3CCCCCC3)c2)n[nH]1,-3%

More records follow:
SMILES	USP2a block	uPA surface inh	TRPV1 agonist	p53 reactivator	ASM inhibitor	B2AR arrestin	TSG101-PTAP inh	BRCA1 expr act	ELG1 genotoxic	Eya2 inh	Integrin act MD
CSc1ccc(/C=N/Nc2cccc(C(=O)O)c2)cc1	-10%	7%	-1	-10%	-6%	0.2%	-5%	?	0.073µM*	1%	2%
CN(CC(=O)Nc1ccc(Cl)c(Cl)c1)CC(=O)Nc1ccc2c(c1)OCO2	0%	14%	4	-7%	-14%	0.1%	-5%	-18%	2%	-2%	-23%
COc1ccc(OCC(=O)Nc2nnc(S(=O)(=O)N3CCCCCC3)s2)cc1	0%	7%	1	3%	3%	0.5%	-2%	0%	-1%	-11%	0%
C=CCc1cc(OC)ccc1OCC(O)CN1CCN(c2ccc(OC)cc2)CC1 (stereo unspecified)	-1%&1%	4%	2&2	-9%&0%	-3%&3%	-0.3%&-0.7%	0%&-8%	-46%&-11%	2%&-4%	-5%&-10%	-5%&-15%
C=CCC1(Cl)C(=O)C(Cl)=C(N2CCOCC2)C1(OC)OC (stereo unspecified)	-12%	0%	-3	1%	-2%	-0.4%	-11%	18%	0%	12%	-6%
CCNS(=O)(=O)c1ccc(CCC(=O)Nc2ccc3c(c2)OCCO3)cc1	1%	2%	-2	4%	0%	0.5%	-5%	1%	-1%	0%	-7%
Cc1ccc(C)c(NC(=O)C2CC(Cl)=CCC2C(=O)O)c1 (stereo unspecified)	4%	·	-1	2%	1%	-0.2%	-4%	3%	-6%	4%	14%
CC1(C)NC(=O)N(CC(=O)Nc2ccc(-n3cnnn3)cc2)C1=O	4%	4%	·	8%	2%	0.1%	-4%	0%	-1%	3%	7%
